Assay outcomes deposited in PubChem BioAssay by Johns Hopkins Ion Channel Center.
TRPC6 activator = activates the mouse TRPC6 cation channel; Q61143; 310,000 tested, 0.13% active; B-score at 10 µM; HEK293-TRPC6 membrane potential dye fluorescence; hits give high values; AID 2550;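 active means B-score of the integrated fluorescence ratio above library mean plus 3 SD, and starting fluorescence ratio within library mean plus 5 SD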;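 further: higher score means more depolarization so channel activation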
Target sequence (Q61143 whole entry, looked up): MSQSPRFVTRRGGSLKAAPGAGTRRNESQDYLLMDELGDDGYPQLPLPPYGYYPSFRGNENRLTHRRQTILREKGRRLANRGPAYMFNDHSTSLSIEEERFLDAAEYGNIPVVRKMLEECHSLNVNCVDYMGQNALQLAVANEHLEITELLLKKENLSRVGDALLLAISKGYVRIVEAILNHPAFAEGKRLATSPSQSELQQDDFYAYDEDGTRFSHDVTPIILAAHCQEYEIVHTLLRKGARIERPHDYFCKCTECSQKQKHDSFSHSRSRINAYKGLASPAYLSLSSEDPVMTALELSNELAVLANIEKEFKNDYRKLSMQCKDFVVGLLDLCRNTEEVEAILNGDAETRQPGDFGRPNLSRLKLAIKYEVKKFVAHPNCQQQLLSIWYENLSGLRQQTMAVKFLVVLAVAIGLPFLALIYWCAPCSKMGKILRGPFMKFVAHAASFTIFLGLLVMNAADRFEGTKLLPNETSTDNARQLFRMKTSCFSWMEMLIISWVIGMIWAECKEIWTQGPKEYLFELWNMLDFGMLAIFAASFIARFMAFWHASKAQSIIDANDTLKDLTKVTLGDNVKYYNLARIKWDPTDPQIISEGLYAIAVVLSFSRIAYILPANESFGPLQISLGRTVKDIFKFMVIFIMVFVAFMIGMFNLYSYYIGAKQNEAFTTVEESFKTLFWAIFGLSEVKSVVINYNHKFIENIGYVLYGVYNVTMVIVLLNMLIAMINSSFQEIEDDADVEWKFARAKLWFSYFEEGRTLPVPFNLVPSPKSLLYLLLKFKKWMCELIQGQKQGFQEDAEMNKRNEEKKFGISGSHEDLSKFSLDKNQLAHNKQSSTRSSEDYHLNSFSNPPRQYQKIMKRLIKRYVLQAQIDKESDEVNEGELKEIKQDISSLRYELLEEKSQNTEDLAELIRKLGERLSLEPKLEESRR
MrgX1 antagonist = antagonists of human MrgX1 receptor; Q96LB2; MRGX1-HEK293 calcium flux, Fluo-4, BAM8-22 antagonism; hits give low values; B-score at 10 µM; 310,000 tested, 1.3% active; AID 588676;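 active means calcium-response B-score plate-corrected more than 3 library SD below zero, starting fluorescence within 5 deviations, no agonist response on first addition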;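 further: peak minus trough fluorescence over baseline after final BAM8-22 challenge near maximal dose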
TMEM16A inh = mouse TMEM16A channel inhibition, primary screen; 310,000 tested, 1.2% active; AID 588511; normalized B-score (activity score, 25-100; higher = stronger inhibition) at 10 µM; HEK293 TMEM16A/YFP iodide influx fluorescence, ionomycin;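 active means ratio plate-corrected score three or more library SD toward inhibition, starting fluorescence score within five deviations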;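 further: score derived from kinetic fluorescence span divided by baseline fluorescence per well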
TRPC4 act = activators of mouse TRPC4 channel; Q9QUQ5; HEK293 TRPC4beta/mu-opioid, Fluo4 calcium fluorescence; hits give high values; B-score at 10 µM; 310,000 tested, 0.49% active; AID 2237;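 active means B-score above 5 SD of library B-scores, and initial fluorescence ratio not above library mean plus 5 SD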;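 further: positive B-score marks a calcium rise read as TRPC4 activation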
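Material: TRPC4beta and mu-opioid receptor HEK293 stable cells | Incubation: 45 min room-temperature Fluo4 loading, 110 s read | Detection: Kinetic Fluo4 calcium fluorescence | Measure: Integrated baseline-normalised fluorescence ratio, converted to per-well B score | Benchmarks: Low control buffer alone, high control maximal DAMGO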
TRPC4 inh = blocks the mouse TRPC4 cation channel; 300,000 tested, 0.39% active; B-score at 10 µM; Q9QUQ5; AID 2247; HEK293 TRPC4beta/mu-opioid, DAMGO-evoked Fluo4 calcium flux; hits give low values;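 active means B-score over 3 SD under the library average, no early fluorescence shift, positive overall ratio signal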
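Assay system: Stable TRPC4beta/mu-opioid receptor HEK293 cells | Reagent: DAMGO in two steps, submaximal then maximal | Compound dosing: Single concentration per test compound | Signal: Fluo4 Ca2+ flux fluorescence | Evaluation: Per-well B score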
TRPC4 potent = allosterically enhances the mouse TRPC4 cation channel | Q9QUQ5 | HEK293 TRPC4beta/mu-opioid, DAMGO EC20, Fluo-4 Ca2+ flux; hits give high values | B-score at 10 µM | 310,000 tested, 0.42% active | AID 2227;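 active means B-score of calcium response area above 5 SD of library B-scores, with initial fluorescence ratio within 5 SD of library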;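 further: B-score of integrated fluorescence ratio over time as area under calcium response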
TMEM16A act = activates or potentiates the mouse TMEM16A chloride channel. Q8BHY3. HEK293 TMEM16A/YFP-H148Q/I152L, iodide quench fluorescence; hits give low values. B-score at 10 µM. 340,000 tested, 0.3% active;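 active means fluorescence-ratio B-score plate-corrected deviation score at least 3 library SD below zero, with starting fluorescence score within 5 deviations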;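 further: channel opened by trigger with iodide after compound preincubation; score built on the fluorescence ratio of max minus min over baseline; more negative score means more quench and so TMEM16A activation or potentiation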
MrgX1 ag = activates human MrgX1 receptor signaling | Q96LB2 | MrgX1-HEK293 cells, Fluo-4 calcium fluorescence, agonist mode; hits give high values | B-score at 10 µM | 310,000 tested, 0.44% active | AID 588627;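 active means calcium response B-score plate-corrected fluorescence ratio at least 3 library SD, with starting fluorescence B-score inside 5 SD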
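System: HEK293 cells stably expressing human MrgX1 receptor; Dosing: test compound in the initial addition of three; Schedule: overnight plating, then 30 min 37 °C plus 30 min room-temperature dye loading; Detection: kinetic calcium dye fluorescence, Fluo-4 NW; Controls: per-plate positive and negative controls for Z′ factor.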
RGS4 inh = human RGS4 inhibition; 310,000 tested, 0.45% active; AID 463165; B-score at 10 µM; HEK293 M3R/RGS4 inducible, Fluo-4 calcium flux; hits give high values; triggered by carbachol at its EC20;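 active means B-score, a plate-corrected calcium signal, over three deviations above library mean, with baseline fluorescence within five deviations of library mean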;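 further: RGS4 expression induced by doxycycline in cells with stable M3 receptor; B-score is computed from the integrated fluorescence ratio over baseline after carbachol; higher B-score means a larger calcium signal and so more RGS4 inhibition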
MrgX1 allo act = allosterically activates human MrgX1 receptor signaling; B-score at 10 µM; MrgX1-HEK293, Fluo-4 calcium flux, FDSS; hits give high values; 310,000 tested, 0.63% active;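 active means plate-corrected calcium response at least 3 library SD above typical, normal starting fluorescence, not activating the receptor alone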;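 further: compound read alongside a low EC10 to EC30 dose of BAM8-22 agonist; peak minus trough fluorescence over baseline measured at the second addition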
TRPC6 inh = inhibitors of mouse TRPC6 channel. HEK293-TRPC6, membrane potential dye, ACh-evoked depolarization; hits give low values. B-score at 10 µM. 310,000 tested, 1.1% active. AID 2553;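 active means B-score under library mean minus 3 SD, initial fluorescence not abnormally high, positive integrated signal ratio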;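 further: B-score derived from integrated fluorescence ratio over the kinetic read; more negative B-score means stronger inhibition of depolarization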
* marks the source's active call; other numbers are inactive results; i = inactive. Random draw from the library, and some 5.8% of all compounds hit somewhere here.

SMILES,MrgX1 antagonist,TRPC6 inh,RGS4 inh,TRPC4 inh,TRPC4 potent,TRPC4 act,TRPC6 activator,TMEM16A act,TMEM16A inh,MrgX1 allo act,MrgX1 ag
Cc1cc(C)c2cc(C)c3nnc(SCC(=O)NCc4ccc5c(c4)OCO5)n3c2c1,i,i,i,i,i,i,i,i,i,i,i
CCOc1cc(C(=O)NC(C)C2CC3CCC2C3)cc(OCC)c1OCC (stereo not given),i,i,i,i,i,i,i,i,i,i,i
Cc1[nH]nc2c1C(c1cnn(C)c1)C(C#N)=C(N)O2 (stereo not given),i,i,i,i,i,i,i,i,i,i,i
COn1c(SC2CCCCC2)nc2ccccc2c1=O,i,i,i,i,i,i,i,i,i,29*,i
COC(=O)[C@H](CCSC)NC(=O)Nc1cccc(Br)c1,i,i,i,i,i,i,i,i,i,i,i
Cc1ccc(N2C(=O)C3CCCN3C2=S)cc1 (stereo not given),i,i,i,i,i,i,i,i,i,i,i
CC(OCC(O)CNCC1COc2ccccc2O1)c1ccc(Cl)cc1 (stereo not given),i,i,i,i,i,i,i,i,i,i,i
CCN1CCN(c2cc(C)c3cc(NC(=S)N4CCCC(C)C4)ccc3n2)CC1 (stereo not given),i,i,i,i,i,i,i,i,i,i,i
CCOC(=O)c1c(C)n(CCNC(C)=O)c2ccc(OC)cc12,i,i,i,i,i,i,i,i,i,i,i
COc1ccc(-c2ccc(NS(=O)(=O)c3cccc([N+](=O)[O-])c3)cc2)nn1,i,i,i,i,i,i,i,i,i,i,i
Nc1ccc(SCC(=O)Nc2cccc([N+](=O)[O-])c2)cc1,i,i,i,i,i,i,i,i,i,i,i
CC1=C(C(=O)Nc2ccccc2C)C(c2ccc(C)o2)C2=C(CCCC2=O)N1 (stereo not given),i,i,i,i,i,i,i,i,i,i,i
CCOC(=O)Cn1nnc(-c2ccc([N+](=O)[O-])cc2)n1,i,i,i,i,i,i,i,i,i,i,i
O=C(Nc1nccs1)C1(c2ccc(Cl)cc2)CC1,i,i,i,i,i,i,i,i,i,i,i
CC1CCCN(c2c([N+](=O)[O-])cc(C(=O)O)cc2[N+](=O)[O-])C1 (stereo not given),i,i,i,-5*,i,i,i,i,i,i,i
CCC1COCCS(=O)(=O)N1Cc1ccc(F)cc1 (stereo not given),i,i,i,i,i,i,i,i,i,i,i
c1ccc(COc2ccc(OCCCn3cncn3)cc2)cc1,i,i,i,i,i,i,i,i,i,i,i
OCCNc1c2ccccc2nc2ccccc12,i,-9.5*,i,i,i,i,i,i,i,i,i
CCC1=C(c2cc(OC)c(OC)c(OC)c2)C2(CCCC2)C(=O)O1,i,i,i,i,i,i,i,i,i,i,i
COc1ccc(OC)c(/C=N\NC(=O)c2ccc(COc3ccc(C)cc3[N+](=O)[O-])o2)c1,i,i,i,i,i,i,i,i,i,i,i
Cc1ccccc1Oc1cc(NC(=O)Cn2cnc([N+](=O)[O-])c2)cc([N+](=O)[O-])c1,i,i,i,i,i,i,i,i,i,i,i
O=C(Nc1cccc2c1CCCC2)c1ccc(Br)o1,i,i,i,i,i,i,i,i,i,i,i
COc1ccccc1OCc1nc(C#N)c(N2CC(C)CC(C)C2)o1 (stereo not given),i,i,i,i,i,i,i,i,i,i,i
CCOC(=O)c1ccc(NC(=O)COc2ccc(-n3cnnn3)cc2)cc1,i,i,i,i,i,i,i,i,i,i,i
O=c1[nH]c2ccc(S(=O)(=O)Nc3ccccc3O)cc2[nH]1,i,i,i,i,i,i,i,i,i,i,i
Cn1cc(CNC(=O)CC2C(=O)NCCN2CC(C)(C)C)cn1 (stereo not given),i,i,i,i,i,i,i,i,i,i,i
Cc1ccccc1NC(=O)c1[nH]cnc1C(=O)NN,i,i,i,i,i,i,i,i,i,i,i
Cc1cccc(C(=O)N2CC3(C)CC2CC(C)(C)C3)c1 (stereo not given),i,i,i,i,i,i,i,i,i,i,i
OCCC1CN(CC2CC2)CCN1Cc1ccc(F)c(F)c1 (stereo not given),i,i,i,i,i,i,i,i,i,i,i
Nn1c(Nc2ccccc2)nc2ccccc21,i,i,i,i,i,i,i,i,i,i,i
CS(=O)(=O)Nc1ccc(C(=O)NCc2cccnc2)cc1,i,i,i,i,i,i,i,i,i,i,i
CC/C(=N/Nc1ccccc1)c1cnnc(-c2ccccc2)n1,i,i,i,i,i,i,i,i,i,i,i
CC(C)(C)SCCNC(=O)c1ccc(NS(C)(=O)=O)cc1,i,i,i,i,i,i,i,i,i,i,i
Cc1c(NC(=O)c2cnn3c2NC(c2ccc(Br)cc2)CC3C(F)(F)F)c(=O)n(-c2ccccc2)n1C (stereo not given),i,i,i,i,i,i,i,i,i,i,i
Cc1ccccc1NC(=O)Nc1cccs1,i,i,i,i,i,i,i,i,i,i,i
CCOc1ccc(CCNC(=O)CN(C)S(=O)(=O)c2cccc3nsnc23)cc1OCC,i,i,i,i,i,i,i,i,i,i,i
CCCc1cc(=O)[nH]c(SCC(=O)c2c[nH]c3ccccc23)n1,i,i,i,i,i,i,i,i,i,i,i
CCOc1ccc(C(C)NC(=O)CCC(=O)O)cc1 (stereo not given),i,i,i,i,i,i,i,i,i,i,i
CSc1ccc(-c2nc(CSCC(=O)N3CCOCC3)c(C)o2)cc1,i,i,i,i,i,i,i,i,25*,i,i
O=C(Nc1cc(Cl)ccc1Cl)C1CC(=O)N(c2ccc(Br)cc2)C1 (stereo not given),i,i,i,i,i,i,i,i,i,i,i
O=[N+]([O-])c1ccc(Cl)c(S(=O)(=O)Nc2ccc(S(=O)(=O)N3CCOCC3)cc2)c1,i,i,i,i,i,i,i,i,i,i,i
COc1cccc(-n2nnc3c(=O)n(Cc4c(F)cccc4Cl)cnc32)c1,i,i,i,i,i,i,i,i,i,i,i
Cn1c(=O)[nH]c(=O)c2c1nc(Br)n2CCC(=O)c1ccccc1,i,i,i,i,i,i,i,i,i,i,i
CC(c1ccccc1F)n1cc(C(=O)NCc2ccncc2)nn1 (stereo not given),i,i,i,i,i,i,i,i,i,i,i
COc1ccc(NC(=O)CSc2ccc(-c3ccco3)nn2)cc1OC,i,i,i,i,i,i,i,i,i,i,i
CCOC(=O)C1=C(C)N=c2s/c(=C/c3ccc(OCC(=O)O)cc3)c(=O)n2C1c1cc(OC)c(OC)c(OC)c1 (stereo not given),i,i,i,i,i,i,i,i,i,i,i
CNC(=O)/C(C#N)=C/c1ccc(OCCOc2ccccc2)cc1,i,i,i,i,i,i,i,i,i,i,i
Cn1c(SCC(=O)NCCc2ccc(S(N)(=O)=O)cc2)nc2ccccc2c1=O,i,i,i,i,i,i,i,i,i,i,i
CC(NC(=O)c1cccc2ccccc12)c1ccc2c(c1)CCCC2 (stereo not given),i,i,i,i,i,i,i,i,i,i,i
COc1ccccc1N1CCN(C(=O)C(C)N(c2ccccc2)S(C)(=O)=O)CC1 (stereo not given),i,i,i,i,i,i,i,i,i,i,i
O=C(CN1C(=O)COc2ccccc21)NCCN1CCCC1,i,i,i,i,i,i,i,i,i,i,i
Cc1ccc(/C=N/N2CCN(Cc3ccc(C)cc3)CC2)cc1,i,i,i,i,i,i,i,i,i,i,i
C/C(N)=C(/C#N)C(=O)CSc1nc2ccccc2c(=O)n1CCCO,i,i,i,i,i,i,i,i,i,i,i
COc1ccccc1C(=O)OCC(=O)Nc1ccccc1OC(F)F,i,i,i,i,i,i,i,i,i,7.4*,i
CN(Cc1ccsc1)C(=O)CCc1nnc(CCCc2ccccc2)o1,i,i,i,i,i,i,i,i,i,i,i
Cc1cc(NC(=O)c2ccc(-c3ccccc3F)o2)no1,i,i,i,i,i,i,i,i,i,i,i
CNS(=O)(=O)c1ccc(C)c(S(=O)(=O)NC)c1,i,i,i,i,i,i,i,i,i,i,i
COc1ccc(OC)c(/C=N/NC(=O)Cn2ccnc2C)c1,i,-10*,i,i,i,i,14*,i,i,i,i
CN1c2ccccc2C(=O)NC1c1ccc(Cl)cc1 (stereo not given),i,i,i,i,i,i,i,i,i,i,i
COc1ccc(C2OC(=O)CC2C(=O)NCc2ccc(F)cc2)cc1OC (stereo not given),i,i,i,i,i,i,i,i,i,i,i

Further compounds
SMILES,MrgX1 antagonist,TRPC6 inh,RGS4 inh,TRPC4 inh,TRPC4 potent,TRPC4 act,TRPC6 activator,TMEM16A act,TMEM16A inh,MrgX1 allo act,MrgX1 ag
O=C(COc1ccc(Br)cc1)Nc1ccc(-c2nnc(-c3ccco3)o2)cc1,i,i,i,i,i,i,i,i,i,i,i
COC(=O)Nc1nc2c(C)cccc2s1,i,i,i,i,i,i,i,i,i,i,i
CC(NC(=S)N1CCN(c2ccccc2)CC1)c1ccccc1 (stereo not given),i,i,i,i,i,i,i,i,i,i,i
Cc1nn(C)c(C(=O)N2CCOCC2)c1Cl,i,i,i,i,i,i,i,i,i,i,i
Cc1ccc(C(=O)NCCCNC(=O)c2ccccc2C)cn1,i,i,i,i,i,i,i,i,i,i,i
CC(C)C[C@H](NC(=O)C1CC(=O)N(c2ccc3c(c2)OCO3)C1)C(=O)NC1CCCCC1 (stereo not given in full),i,i,i,i,i,i,i,i,i,i,i
CCOc1cc(C(=O)Nc2ccc3c(c2)OCO3)ccc1OC(F)F,i,i,i,i,i,i,i,i,i,i,i
O=C1Cc2ccccc2C(c2c(Cl)cccc2Cl)N1 (stereo not given),i,i,i,i,i,i,i,i,i,i,i
Cn1nnnc1SCC(=O)N1CCN(C(c2ccccc2)c2ccccc2)CC1,i,i,i,i,i,i,i,i,i,i,i
